# High-throughput results deposited in PubChem by several laboratories.
# PLC-beta3 inh = blocks human PLC-beta3 enzyme activity; 0.18% of 370,000 active; Purified PLC-beta3, fluorogenic substrate, fluorescence; inhibition, % at 12.2 µM; in the data active means inhibition above about 11%;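 further: 0% = median of compound wells on plate and 100% = full blocker control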
# PG9 binder = PG9 antibody binding by small molecule. TR-FRET gp120-PG9 antibody binding. inhibition, % at 6.7 µM. 0.43% of 360,000 active. AID 624416; in the data active means inhibition above about 8.5%
# DAX1 inh-1 = blocks DAX1 repression of SF-1 activated StAR promoter | HEK293T StAR-luciferase reporter, SF-1/DAX-1 repression relief | inhibition, % at 6.8 µM | 1.1% of 370,000 active | AID 652010;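 active means inhibition above the mean over all tested compounds plus 3 SD, cut at about 3.6% in these data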;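 further: 0% = DAX-1 cells with DMSO and 100% = cells lacking DAX-1 with DMSO; higher inhibition means more luminescence from relief of DAX-1 repression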
# sPLA2-III inh = Blocks human group III sPLA2 activity; Q9NZ20; QFRET BODIPY PC-A2 liposome hydrolysis, fluorescence; inhibition, % at 12.2 µM; 0.56% of 370,000 active; AID 743126;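 active means inhibition above mean plus 3 SD of compounds lying within the high and low control bounds, cut at about 19% in these data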;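 further: 0% = median of test compound wells and 100% = no enzyme DMSO wells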
# Target sequence (Q9NZ20 whole entry, looked up): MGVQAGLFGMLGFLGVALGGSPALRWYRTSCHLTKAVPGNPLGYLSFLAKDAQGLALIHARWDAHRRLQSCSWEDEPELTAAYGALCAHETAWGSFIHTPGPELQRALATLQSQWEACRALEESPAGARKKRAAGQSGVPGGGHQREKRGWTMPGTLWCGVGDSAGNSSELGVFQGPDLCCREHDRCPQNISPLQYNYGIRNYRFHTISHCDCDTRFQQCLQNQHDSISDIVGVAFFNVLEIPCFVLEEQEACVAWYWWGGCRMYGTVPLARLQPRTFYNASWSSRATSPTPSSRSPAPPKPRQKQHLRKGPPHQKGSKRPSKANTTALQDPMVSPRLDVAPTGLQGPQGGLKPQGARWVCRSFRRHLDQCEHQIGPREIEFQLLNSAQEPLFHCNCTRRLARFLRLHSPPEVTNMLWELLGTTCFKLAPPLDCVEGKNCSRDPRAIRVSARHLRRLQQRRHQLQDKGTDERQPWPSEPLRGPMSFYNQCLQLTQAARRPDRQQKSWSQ
# SMARCA2 activ = increases SMARCA2 function in MMTV reporter cells | 1% of 370,000 active | activation, % at 9.1 µM | MG213 cells, MMTV-luciferase reporter, dexamethasone, overnight; in the data active means activation above about 7.8%;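 further: 0% = vehicle wells and 100% = reference activator wells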
# ssDAF-12 act = S. stercoralis DAF-12 activation, primary screen. HEK293 ssDAF-12/GRIP1 lit1-tk-luc reporter, luminescence; % of 3 µM dafachronic acid response. activation, % at 6.8 µM. 1% of 370,000 active. AID 652126;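 active means activation above the mean over all tested compounds plus 3 SD, cut at about 0.9% in these data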;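 further: 0% = DMSO-only wells and 100% = 3 µM delta7-dafachronic acid wells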
# Rev-erbA mod = modulates human Rev-erb alpha binding to DNA | activity, % at 10 µM | P20393 | AID 1259318 | Rev-erbα–FITC-DNA binding, fluorescence polarization, 90 min | 0.79% of 370,000 active;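 active means activity above about 14%, limit read from the data; passing the limit was not always enough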;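 further: 0% = DMSO wells with 35 nM protein and 100% = DMSO wells with 750 nM protein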
# FXN GAA850 act = frataxin GAA850 promoter activation. HEK293 lucGAA850 FXN promoter luciferase reporter, 24 h; percent of 10 µM SAHA response. activation, % at 6 µM. 0.56% of 360,000 active;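 active means activation above the average of all compounds screened plus 3 SD, cutoff fixed separately per campaign, cut at about 7.5% in these data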;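 further: 0% = DMSO wells and 100% = 10 µM SAHA wells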
# hgDAF12 agonist = agonists of H. glycines DAF-12 nuclear receptor; AID 687014; HEK293 GAL4-hgDAF12 UAS-luciferase reporter, agonist luminescence; normalized to butyrate control; 1.8% of 370,000 active; activation, % at 6.8 µM;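 active means activation above a cutoff set at the mean of all screened compounds plus 3 SD, cut at about 10% in these data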;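 further: 0% = DMSO wells and 100% = sodium butyrate wells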
# hcDAF12 agonist = H. contortus DAF-12 activation, primary screen; HEK293 hcDAF-12 lit1-tk-luc reporter, luminescence; 0% DMSO, 100% Δ7-dafachronic acid; activation, % at 6.8 µM; 1.4% of 370,000 active; AID 652067;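 active means activation above the mean of all tested compounds plus 3 SD, cut at about 5.5% in these data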;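 further: 100% = response to 3 µM Δ7-dafachronic acid high control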
# DAX1 inh-2 = inhibits human nuclear receptor DAX1; P51843; HEK293 Gal4-DAX1 luciferase reporter, luminescence; inhibition, % at 6.75 µM; 0.99% of 340,000 active; AID 504766;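 active means inhibition above the mean over all tested compounds plus 3 SD, cut at about 4.2% in these data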;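 further: 0% = DAX1-transfected cells with DMSO and 100% = empty-vector control cells with DMSO; inhibition shows as a rise in luminescence from relieved DAX1 repression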
# Target sequence (P51843 207-470 limits assumed): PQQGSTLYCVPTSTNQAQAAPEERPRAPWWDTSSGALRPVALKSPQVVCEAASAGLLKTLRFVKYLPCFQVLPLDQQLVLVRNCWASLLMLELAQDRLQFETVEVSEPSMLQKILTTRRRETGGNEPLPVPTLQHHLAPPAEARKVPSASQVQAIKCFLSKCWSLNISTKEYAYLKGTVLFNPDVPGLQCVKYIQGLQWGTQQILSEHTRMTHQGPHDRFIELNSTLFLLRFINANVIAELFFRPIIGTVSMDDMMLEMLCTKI
# * hit, by the source's call; · = not tested or not shown; & = joins results of further samples.
SMILES,PLC-beta3 inh,PG9 binder,DAX1 inh-1,sPLA2-III inh,SMARCA2 activ,ssDAF-12 act,Rev-erbA mod,FXN GAA850 act,hgDAF12 agonist,hcDAF12 agonist,DAX1 inh-2
Cc1ccc(S(=O)(=O)N2CCc3ccccc3CC2)cc1,0,1.5,-4.3,3,-6,-1.9,-2,-0.3,-10,-4.3,-4.8
COC(=O)C1CCN(C(=O)CN2C(=O)NC(CC(C)C)C2=O)CC1 (centres undefined),-3,0.1,3.1,1,0,-1.2,6,2.5,1.1,0.3,0.3
Cc1ccc(Cl)cc1N1CCN(S(C)(=O)=O)CC1,1,-1.9,0.2,2,-2,-1.8,0,-0.8,-1.3,0.8,-1.7
CCN1/C(=C2\OC(=S)N(C)C2=O)Sc2ccccc21,3,1.0,1.2,5,-2,-0.9,-6,-0.8,2.1,-0.5,-0.3
CC(=O)Nc1ccc(S(=O)(=O)N2CCN(C(=O)c3ncoc3-c3ccccc3F)CC2)cc1,-4,-0.4,-0.1,-4,-2,-1.1,6,-0.9,0.3,-2.8,-1.7
O=C(NCc1ccccn1)C1CCN(S(=O)(=O)N2CCCCC2)CC1,-4,8.6*,0.4,3,-3,-1.3,-4,0.3,0.8,-0.9,-0.5
N#CC1(NC(=O)COC(=O)c2nccnc2N)CCCCC1,-301,2.9,-0.9,8,-4,-1.6,8,0.1,2.0,-0.8,0.2
CCOC(=O)C1=C(C(=O)OCC)C2N(Cc3ccc(Br)cc3)c3ccccc3[C@@]23C[C@@H](C(=O)OC)N(S(=O)(=O)c2ccc(C(F)(F)F)cc2)C3=N1 (some centres undefined),-1,-3.0,1.7,9,-5,-1.1,0,·,1.9,1.1,·
C=CCN(c1ccc(OC)cc1)S(=O)(=O)c1ccc(Cl)c(C(=O)OCC(=O)c2c(N)n(C)c(=O)n(C)c2=O)c1,-6,0.9,0.2,0,0,-1.2,6,-1.8,0.4,0.5,-0.2
CCOC(=O)C1CCCN(C(=O)c2ccc(C)c(NC(=O)C3=C(C)OCCS3)c2)C1 (centres undefined),-6,-0.6,-0.5,2,-3,-0.8,1,4.8,0.1,-1.5,-0.3
O=C(O)CNC(=O)c1ccc(N2CCOCC2)cc1[N+](=O)[O-],0,-1.0,1.6,3,-2,-1.2,-2,1.0,-1.5,-0.2,0.8
CN(C)C(=O)c1cc([N+](=O)[O-])cc([N+](=O)[O-])c1N(C)C,3,1.1,0.5,-3,-1,-1.0,2,1.5,0.8,-1.8,-1.6
CCOC(=O)c1sc2nc(SCC(=O)N(CC)CC)n(CCCN3CCCC3=O)c(=O)c2c1C,0,1.1,-0.4,-1,-2,-2.3,2,2.9,-4.2,-0.6,-0.2
CN(c1ccc(O)cc1)c1nc(-c2ccccc2)cs1,-2,-1.2,5.0*,-1,-1,-0.3,6,-2.4,20*,8.8*,1.7
COc1ccc(C(=O)OCCc2ccc(O)cc2)cc1,1,-0.9,1.0,-27,9.2*,-0.1,0,1.6,12*,3.1,2.2
COCCNC(=O)c1ccc(-n2c(SCc3ccncc3)nc3ccccc3c2=O)cc1,-11,-0.7,-1.9,5,-2,-1.6,-4,1.6,-4.0,-3.3,0.1
O=c1cc(-c2ccco2)nc(SCc2cccc(Cl)c2)[nH]1,-6,-0.7,0.4,-1,-1,-0.8,-7,0.0,-1.5,2.4,0.2
CN(C(=O)c1cccc(C#N)c1)c1nnc(-c2ccncc2)s1,-4,1.8,-0.1,11,-7,-0.3,-2,-0.9,-2.4,-0.6,0.3
COc1ccc(NC(=O)C(c2ccncc2)n2c(=O)c(-c3ccccc3)nc3ccccc32)cc1 (centres undefined),-138,-4.3,1.1,-4,0,0.0,1,·,4.9,2.1,·
O=C1Nc2ccccc2C1(O)C/C(=N/O)c1ccccc1 (centres undefined),0,1.5,-0.2,0,-1,-1.0,-5,1.3,-2.6,0.1,0.5
COC(Cn1c(C)c(C(C)=O)c(C(C)=O)c1C)OC,2,0.5,0.0,4,0,-0.3,1,-3.9,-1.0,-2.0,0.8
COc1ccc(C(=O)NCCNc2ccc([N+](=O)[O-])cc2)cc1OC,-1,-2.2,0.2,-1,2,-0.8,8,-0.9,-1.8,0.3,-0.4
CCC(C)NC(=O)COCc1cc(-c2ccc3c(c2)OCO3)on1 (centres undefined),-5,-1.7,0.6,-1,2,0.2,3,-0.6,1.3,1.3,-0.3
Cc1coc(NC(=O)CSc2nc(-c3ccncc3)cc(C(F)(F)F)c2C#N)n1,-8,-7.0,0.4,3,1,-1.0,-12,1.8,-2.2,0.8,-0.5
COc1cc(NC(=O)C23CC4CC(C2)CC(n2nnc(C)n2)(C4)C3)c(OC)cc1Cl,6,0.1,-0.5,2,0,-0.8,1,-1.4,1.8,-0.6,0.1
O=C(Nc1cccc2c1C(=O)NC2=O)c1ccccc1[N+](=O)[O-],-51,-0.1,0.4,3,0,-1.0,7,1.8,1.4,1.4,0.8
CC(=O)OC1=Cc2c(ccc3ccc(=O)oc23)OC1(C)C,-98,-3.5,-0.5,-9,0,-1.3,1,0.0,-0.7,-1.4,0.7
CC(C)OC(=O)c1cc2c(ccn2C)n1CC(=O)N(Cc1ccccc1)c1ccccc1,-11,1.0,-0.5,-21,-3,-0.9,6,-2.5,-6.9,-3.5,-1.6
CC1(C(=O)NS(=O)(=O)c2cccc(F)c2)CCN1C(=O)c1ccco1 (centres undefined),1,-0.8,-0.3,-1,4,-1.3,-2,2.0,5.2,-1.6,·
COc1ccc(CCNC(=O)C2CCC(=O)N(C3CCCCCC3)C2)cc1 (centres undefined),-10,0.0,-1.0,0,-4,-1.2,6,-1.3,0.9,1.0,-0.3
O=C(NNS(=O)(=O)c1ccc([N+](=O)[O-])cc1)c1ccccc1,4,0.7,-1.0,10,-2,-0.9,-6,1.0,2.3,-1.1,-0.7
COc1ccc(NC(=O)/C(=C/c2ccc(OC(C)=O)c(OC)c2)NC(C)=O)cc1,0,-1.4,0.2,2,0,-1.9,-1,-2.1,0.2,0.0,1.0
CCOC(=O)CN(c1cc([N+](=O)[O-])ccc1OC)S(C)(=O)=O,2,-0.7,0.3,3,-3,-0.9,-6,1.3,-1.1,0.9,-0.6
CN(Cc1ccc2c(c1)OCCO2)C(=O)CSc1ncnc2sccc12,-8,-1.4,-1.1,-9,3,-1.7,3,2.9,-2.1,-2.1,-0.1
O=C(c1cccs1)N1CCN=C1SCc1ccccc1F,-5,1.5,-0.5,1,-2,-1.2,-2,1.1,-1.7,-2.2,-0.9
O=C(Cn1cnc2sc3c(c2c1=O)CCCC3)NCC(=O)Nc1c(F)cccc1F,-9,-0.8,0.0,4,0,-1.0,1,-1.2,-0.1,-2.4,0.2
CCCn1c(O)c(N=NC(=O)CNC(=O)Cc2ccc(OC)cc2)c2ccccc21,-7,-1.7,-1.2,0,-3,-1.2,-1,1.5,-0.4,-2.1,-0.4
S=C1SCN(Cc2ccccc2)CN1Cc1ccccc1,0,-1.4,0.1,5,3,-1.2,-1&4,-2.6,-0.3,-1.7,-1.5
Cc1ccc(-c2cc(C(=O)NN=Cc3cccc(OCc4ccccc4)c3)[nH]n2)cc1C,-1,·,-0.3,-6,-3,-1.0,-4,·,2.1,-2.7,·
COc1ccc([N+](=O)[O-])cc1NC(=O)CCSCCc1ccccn1,-7,-0.4,-0.7,-4,-2,-1.6,3,0.7,-2.0,-0.5,1.7
CC1(C(=O)NS(=O)(=O)c2cccc(C#N)c2)CCN1C(=O)Cc1ccccc1Cl (centres undefined),5,0.1,0.5,6,-3,-1.7,2,-0.2,-1.7,-0.3,·
CC(=O)Oc1ccccc1/C=C/c1ccc2ccccc2[n+]1C,-14,-2.5,1.5,7,7,1.9*,-5,0.1,13*,6.0*,4.2
COC(=O)CSc1nnc(-c2ccc(NS(=O)(=O)c3ccc(C(C)(C)C)cc3)cc2)o1,-6,·,-0.1,-43,1,-0.1,-12,·,0.5,4.1,·
Cc1ccc(NC(=S)N(C)N)cc1Cl,-4,1.4,1.2,0,4,-1.7,-1,1.9,-0.8,-1.6,1.9
COc1ccc(CN2C(=O)C(CC(=O)NCc3cccc4ccccc34)CC(C(=O)N(C(C)C)C(C)C)=C2C)cc1 (centres undefined),1,-3.7,-0.5,-1,1,-0.9,0,·,-1.1,-0.7,·
Cn1c(Cn2c(=O)sc3ccccc32)nnc1SCC(=O)Nc1cccc(F)c1,8,1.4,-0.1,-2,2,-0.8,0,0.2,7.3,-0.3,-0.8
CCOC(=O)NC(=O)CN1C(=O)NC(C)(c2ccccc2)C1=O (centres undefined),2,-0.9,0.2,-3,-2,-1.2,1,-0.4,-0.8,1.1,0.5
Cn1nccc1C(=O)N1CCCC(C(=O)c2cccc3ccccc23)C1 (centres undefined),3,1.6,0.6,-9,0,-1.6,-1,2.4,-3.1,-0.1,-0.3
O=C(NCC1CCCO1)c1cc(C(=O)c2ccc(Cl)cc2Cl)c[nH]1 (centres undefined),2,-2.1,-0.9,2,-3,-2.0,3,-1.3,-2.5,-1.6,-1.6
COc1ccc(NC(=O)/C=C/c2cc(Br)ccc2OC)cc1,-2,0.6,-0.6,-16,-1,-0.7,1,2.7,2.8,1.5,-1.1
Cc1cc(=O)n2[nH]cc(C(=O)O)c2n1,-2,-0.5,-0.1,6,3,-0.8,-2,4.2,0.1,1.4,-0.7
O=C(O)c1ccc(NS(=O)(=O)c2ccc(NC(=O)c3ccccc3Cl)cc2)cc1,-4,-0.9,-0.1,1,0,-1.3,-4,0.4,1.6,-0.1,0.7
CCN(CC)CCCNC(=O)c1ccc(S(=O)(=O)Nc2ccc(C)c(C)c2)cc1,-3,1.4,0.1,-3,0,-0.9,4,0.5,3.1,-0.7,-0.2
COC(=O)Cc1c(C)nc2nc(-c3ccco3)[nH]n2c1=O,1,-3.8,-0.1,3,1,-0.4,-4,1.7,0.8,2.7,0.9
COC(C[C@H](O)CC(=O)[C@H](C)OCc1ccccc1)OC,1,-0.7,0.1,1,1,-1.5,2,2.7,0.1,1.5,2.4
CC1CCN(CCc2nc3cc(NC(=O)COc4ccc([N+](=O)[O-])cc4)ccc3n2C)CC1,-6,-1.2,-0.3,5,-4,-1.2,1,1.3,-3.4,-0.6,0.8
CC1c2c([nH]c3ccccc23)CCC1C(=O)O (centres undefined),-5,-1.4,0.2,0,-1,-1.1,4,-0.2,4.3,1.9,0.4
CCNC(=O)C1(C)CCCN(C(=O)c2cccnc2Oc2ccccc2)C1 (centres undefined),-1,0.4,0.7,0,-4,-0.6,-4,2.6,2.2,-0.9,·

# Complete entries, quoted from the list. Screens in order: PLC-beta3 inh, PG9 binder, DAX1 inh-1, sPLA2-III inh, SMARCA2 activ, ssDAF-12 act, Rev-erbA mod, FXN GAA850 act, hgDAF12 agonist, hcDAF12 agonist, DAX1 inh-2
# Entry for `O=C(NCc1ccccn1)C1CCN(S(=O)(=O)N2CCCCC2)CC1` : -4, 8.6*, 0.4, 3, -3, -1.3, -4, 0.3, 0.8, -0.9, -0.5
# Entry for `CCOC(=O)NC(=O)CN1C(=O)NC(C)(c2ccccc2)C1=O` (centres undefined) : 2, -0.9, 0.2, -3, -2, -1.2, 1, -0.4, -0.8, 1.1, 0.5
